From PubChem BioAssay
TDP1 cell noCPT – qHTS for Inhibitors of human tyrosyl-DNA phosphodiesterase 1 (TDP1): qHTS in cells in absence of CPT; hit rate 15% among 420,000; AID 686978, 2013; Potency, µM (top dose mostly 46.2 µM), for inactives: at the highest dose activity change, negative = growth inhibition, hits mostly inhibitors; DT40 Tdp1-/- hTDP1 cells, no CPT, ATP luminescence, 48 h; further: nearly all actives have a fitted effect of over 55% in size
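Stably hTDP1-transfected Tdp1-null chicken DT40 cells were treated with library compounds minus camptothecin and grown for at least 48 hr at 37 °C, after which cellular ATP was quantified by luminescence.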
TDP1 block – blocks human tyrosyl-DNA phosphodiesterase 1; Q9NUW8; hit rate 0.28% among 350,000; Potency, µM (titrated, usually from 130 µM), for the others: at the top dose activity change, negative = inhibition, usual class: inhibitors; recombinant TDP1, AlphaScreen DNA substrate cleavage; further: nearly all actives have a fitted effect of over 40% in size
Target sequence (Q9NUW8 whole entry, looked up): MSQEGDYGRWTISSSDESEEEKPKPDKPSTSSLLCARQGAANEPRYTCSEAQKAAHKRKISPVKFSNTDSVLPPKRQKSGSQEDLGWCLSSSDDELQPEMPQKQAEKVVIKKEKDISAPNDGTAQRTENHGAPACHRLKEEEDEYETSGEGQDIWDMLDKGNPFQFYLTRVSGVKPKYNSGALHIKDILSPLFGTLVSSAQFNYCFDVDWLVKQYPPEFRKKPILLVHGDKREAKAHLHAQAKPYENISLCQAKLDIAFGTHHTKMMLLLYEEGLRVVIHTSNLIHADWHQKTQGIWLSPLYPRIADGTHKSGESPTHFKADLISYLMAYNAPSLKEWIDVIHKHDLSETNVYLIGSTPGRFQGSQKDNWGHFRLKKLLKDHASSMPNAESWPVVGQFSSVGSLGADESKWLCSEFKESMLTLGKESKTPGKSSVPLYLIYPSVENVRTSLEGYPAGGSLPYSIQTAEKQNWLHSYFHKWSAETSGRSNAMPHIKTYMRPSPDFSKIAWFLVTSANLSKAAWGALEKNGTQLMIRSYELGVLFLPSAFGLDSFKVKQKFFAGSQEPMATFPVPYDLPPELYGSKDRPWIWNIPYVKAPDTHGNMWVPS
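AlphaScreen read-out: signal falls as enzyme removes the 3' tyrosine-FITC from a 5'-biotinylated DNA oligo (15 nM, 5 min, RT). Enzyme was E. coli-made recombinant Tdp1 at 1 nM, exposed to compound for 15 min beforehand; beads 10 ug/ml, 10 min.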
TDP1 cell CPT – DT40-hTDP1 cell growth loss with CPT; chicken DT40 Tdp1-/-;hTDP1 cells + 20 nM CPT, ATP luminescence, 48 h; Potency, µM (top dose mostly 46.2 µM), inactives show at the highest dose activity change, negative = growth inhibition, actives largely listed as inhibitors; hit rate 12% among 420,000; AID 686979; further: nearly all actives have a fitted effect of over 55% in size
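Chicken DT40 Tdp1-/- cells stably complemented with human TDP1 were seeded at 400 cells/well in medium containing 20 nM camptothecin, exposed to pin-transferred compounds, and grown at 37 °C for at least 48 hr. Viability was read as ATP luminescence.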
* hit, by the source's call; u = inconclusive; x = not tested or not shown; & = joins results of further samples; [ ] = another dose, or the depositor's remark. The call rests on the fitted dose curve; in most records, active means well fitted curve in the direction sought with a large enough effect; inconclusive means small, poorly fitted or top-dose-only effect, or another doubt; inactive means no such curve, though single readings can be large; an effect the other way counts as inactive or inconclusive. On the % scale 0 is the no-effect control and ±100 the full control effect; potency means the concentration at half of the fitted maximal effect. No enrichment for hits; overall some 18% were active at least once.

SMILES	TDP1 cell noCPT	TDP1 block	TDP1 cell CPT
O=S(=O)(Nc1cc(S(=O)(=O)N2CCOCC2)ccc1NCC1CCCO1)c1ccccc1F (stereo not given)	10.4%	1.9%	-4.5%
COc1ccc(-c2c3c(=O)n(C)c(=O)n(C)c3cn2N2CCOCC2)cc1	u	2.6%	-17.7%
CN(C(=O)CSc1nnc(-c2ccc(C(C)(C)C)cc2)n1C)C1CCS(=O)(=O)C1 (stereo not given)	-18.3%	1.1%	-26.7%
COCc1cc(=O)n2[nH]cc(-c3ccsc3)c2n1	u	x	-3.7%
O=C1C2C(c3ccccc3)CC=CC2[C@H](c2ccoc2)N1Cc1ccccc1 (stereo not given in full)	u	4.7%	u
COc1ccc(-c2n[nH]c(=S)n2-c2ccc(C)cc2C)cc1	u	x	u
CCOc1cc(N2CCOCC2)c(OCC)cc1NC(=O)[C@H](C)N1C(=O)C2CC=CCC2C1=O (stereo not given in full)	11.6µM*	-3.6%	-3.4%
CCOC(=O)c1cnc2c(Cl)cccc2c1NCCN1CCOCC1	-24.4%	3.8%&5.6%	-4.4%
COc1ccc(C2N(c3cc(Cl)ccc3OC)C(=O)C3CCCN32)cc1 (stereo not given)	-8.9%	4.9%	0.9%
Nc1ccc(CCc2ccccn2)cc1	-2.9%	x	-13.1%
NC(=S)n1[nH]c(-c2ccc([N+](=O)[O-])cc2)c(N=Nc2ccccc2[N+](=O)[O-])c1=O	u	0.0%	u
O=C(CN1C(=O)NC(Cc2c[nH]c3ccccc23)C1=O)Nc1ccccc1C(F)(F)F (stereo not given)	-3.6%	1.3%	-16.4%
COc1ccccc1C(=O)N=C1SC2CS(=O)(=O)CC2N1c1ccccc1 (stereo not given)	6.3%	-11.1%	5.8%
CCOc1ccc(N/C=C/C(=O)c2ccccc2)cc1	-23.6%	x	-25.2%
COc1cc(CN(C)C(=O)C(=O)c2c[nH]c3ccccc23)ccc1O	-17.1%	x	-23.5%

Single records (already shown).
`COc1ccc(-c2c3c(=O)n(C)c(=O)n(C)c3cn2N2CCOCC2)cc1` is listed with TDP1 cell noCPT: u; TDP1 block: 2.6%; TDP1 cell CPT: -17.7%
`COc1cc(CN(C)C(=O)C(=O)c2c[nH]c3ccccc23)ccc1O` is listed with TDP1 cell noCPT: -17.1%; TDP1 block: x; TDP1 cell CPT: -23.5%
`COc1ccc(C2N(c3cc(Cl)ccc3OC)C(=O)C3CCCN32)cc1` (stereo not given) is listed with TDP1 cell noCPT: -8.9%; TDP1 block: 4.9%; TDP1 cell CPT: 0.9%

New compounds follow.
SMILES	TDP1 cell noCPT	TDP1 block	TDP1 cell CPT
COc1ccc(NC(=O)CSc2nc(C)cs2)cc1	-29.3%	-2.5%	u
c1coc(CNc2ncnc3sc4c(c23)CCCCC4)c1	u	6.3%	u
CC(C)(C)NC(=O)NC(=O)COC(=O)c1ccc2c(c1)S(=O)(=O)N=C1CCCCCN12	-28.7%	1.1%	-11.6%
O=C1CSC2(C(=O)N(Cc3cccc(C(F)(F)F)c3)c3ccccc32)N1c1ccc(F)c(F)c1 (stereo not given)	16.4µM*	5.3%	20.6µM*
COc1ccc(-c2nc3sc(CCNS(=O)(=O)c4c(C)cc(C)cc4C)c(C)n3n2)cc1	u	0.0%	u
CO[C@H]1C[C@@H]2CC[C@@H](C)[C@@](O)(O2)C(=O)C(=O)N2CCCC[C@H]2C(=O)O[C@H]([C@H](C)C[C@@H]2CC[C@@H](OC(=O)C(C)(CO)CO)[C@H](OC)C2)CC(=O)[C@H](C)/C=C(\C)[C@@H](O)[C@@H](OC)C(=O)[C@H](C)C[C@H](C)/C=C/C=C/C=C/1C	-28.7%	x	-19.9%
CCc1nc(NCCCCCO)c2nnn(Cc3ccccc3F)c2n1	-23.0%	1.0%	-5.7%
CC1(C)CC(=O)C2=C(C1)OC(N)=C([N+](=O)[O-])C2c1cccs1 (stereo not given)	-13.4%	0.0%	2.7%
Cc1nc2cc(O)ccc2n1C	-23.1%	3.9%	-2.3%
Cc1ccc(CCNc2ccccc2)c[n+]1[O-]	0.3%	3.0%	10.9%
CC(C)CCCC(C)C1CCC2C3CC=C4CC(=O)CC[C@@]4(C)C3CC[C@@]12C (stereo not given in full)	-1.4%	-4.5%[56.1 µM]	3.8%
COc1cc(OC)cc(C(=O)NNC(=O)C(CCC(N)=O)NS(=O)(=O)c2ccc(Cl)cc2)c1 (stereo not given)	17.9%	x	-12.0%
COc1ccc(C)cc1NC(=O)COC(=O)c1c(-c2ccccc2)noc1C	23.1µM*	x	23.1µM*
COc1ccc(OCCCCc2c(C)n[nH]c2C)cc1	u	x	23.1µM*
CC1CC1C(=O)OCC(=O)Nc1cc(S(=O)(=O)N2CCCCC2)ccc1Cl (stereo not given)	-24.3%	-2.6%	-25.7%
CCOC(=O)C1=CCC(c2ccc(C)cc2)N(S(=O)(=O)c2ccc(C)cc2)C1 (stereo not given)	18.4µM*	x	23.1µM*
CC(CCc1ccco1)NC(=O)Cn1nc(Cc2ccncc2)c2ccccc2c1=O (stereo not given)	-37.2%	3.9%	-13.1%
CC(C)N(c1ccccc1)c1ccc(NC(=O)COC(=O)CCN2C(=O)c3cccc([N+](=O)[O-])c3C2=O)cc1	16.4µM*	2.7%	u
Cc1nnc(NC(=O)C2CC(=O)N(Cc3ccccc3)C2)s1 (stereo not given)	-1.5%	1.7%	-1.4%
CC(C)Sc1ncc(Cl)c(C(=O)N(Cc2ccc(F)cc2)C2CCS(=O)(=O)C2)n1 (stereo not given)	23.1µM*	4.7%	u
O=[N+]([O-])c1cc(C(F)(F)F)cc([N+](=O)[O-])c1NCCNC(=S)Nc1cccc(F)c1	25.9µM*	2.5%	u
O=C(COC(=O)c1ccc2c(c1)OCO2)Nc1cccc(F)c1	6.4%	-0.5%	-11.1%
CN(Cc1ccc(-n2cccn2)cc1)Cc1cn(C)nc1-c1ccccc1F	-27.5%	2.6%	-9.4%
COc1cc(NC(=O)CSc2nc(C)cc(C)n2)cc(OC)c1OC	u	5.5%	u
COC(=O)c1sc2nc3c(cc2c1N)COC(C)(C)C3	-24.5%	0.0%	-14.8%
O=C1CN(C(=O)c2ccccc2F)C(c2ccccc2)c2cc(F)ccc2N1 (stereo not given)	-9.8%	x	-13.5%
O=C(NCC(c1ccco1)N1CCN(c2ccccc2)CC1)c1ccco1 (stereo not given)	-21.0%	-0.6%	-16.5%
CCS(=O)(=O)N1CCC(C(=O)NCCN2CCOCC2)CC1	4.2%	2.6%	-9.0%
O=C(CC1C(=O)N(c2ccc(F)cc2)C(=O)N1Cc1ccc2c(c1)OCO2)Nc1ccc(Cl)cc1 (stereo not given)	20.6µM*	3.8%	u
COc1ccccc1NC(=O)C1CC(=O)N(c2ccc(F)cc2)C1 (stereo not given)	-7.5%	1.0%	0.5%
COC(=O)C(C(=O)OC)C1C=CCN(C(C)=O)C1 (stereo not given)	-1.2%	x	9.3%
O=S(=O)(NCCc1ccncc1)c1ccc(S(=O)(=O)N2CCCCCC2)cc1	-20.7%	11.5%	-21.1%
COc1ccccc1NC(=O)CSc1nnc(CSc2nc(C)cc(C)n2)o1	8.4%	2.4%	-2.3%
O=C(COC(=O)CC1CCCC1)Nc1ccc(Br)cc1F	-24.1%	-10.9%	-1.7%
O=C1C2CC=CCC2C(=O)N1c1ccc(NCCc2ccccc2)c([N+](=O)[O-])c1 (stereo not given)	23.1µM*	5.4%	u
CCCCCOc1ccc(OC(=O)c2ccncc2)cc1	13µM*	-2.5%	11.6µM*
CC(NCC(O)COc1ccccc1)C1COc2ccccc2O1 (stereo not given)	12.8%	x	-6.5%
COC(=O)CCC(=O)NNC(=O)c1cccc(Cl)c1	-1.9%	4.1%	-18.7%
O=c1c(-c2ccc(Cl)cc2)cnc2n1CCS2	u	5.5%	u
Cn1c2ccccc2c2c(C(=O)N3CCN(c4ccc(F)cc4)CC3)cn(C3CCCCC3)c(=O)c21	18.4µM*	5.0%	16.4µM*
CCn1c(=NC(=O)c2ccc3c(c2)OCCO3)sc2c(C)ccc(OC)c21	23.1µM*	2.7%	u
Cc1ccc(NC(=O)c2ccc(OCc3c(C)noc3C)cc2)nc1	u	-3.7%	u
COc1ccc(C2N3CC4(C)CN2CC(c2ccccc2)(C3)C4=O)cc1OC (stereo not given)	-17.0%	-2.3%	-25.1%
COc1cccc(N2CCN(Cc3ncc(-c4ccccc4)o3)CC2)c1	-8.1%	12.8%	-5.2%
CCCCCn1c(CCCNC(=O)c2ccccc2)nc2ccccc21	20.6µM*	5.9%	23.1µM*
Cc1ccc(NC(=O)CN(C)C(=O)COc2ccc(C(=O)c3ccc(F)cc3)cc2)cc1	20.6µM*	2.7%	-29.2%
CN(Cc1nc2ccccc2n1C)c1ccccc1	u	x	-6.2%
COc1ccc(C(=O)C2CCCN(C(=O)c3cc(C4CC4)[nH]n3)C2)c(C)c1 (stereo not given)	u	9.1%	u
CCOc1ccc(C(=O)NCCCN2CCCC2=O)cc1	-1.1%	-1.0%	-15.5%
C=C(C)Cn1c(SCC(=O)Nc2ccccc2C)nc2sc3c(c2c1=O)CCCC3	u	x	u
CC(C)NC(=O)CCc1nc2cccnc2n1-c1ccccc1	-2.3%	x	-9.2%
O=C(N/N=C/c1cccc(F)c1)c1c(O)c2c([nH]c1=O)CCCC2	u	2.8%	u
Oc1c(Br)cc(Br)cc1CNc1cnc2ccccc2c1	10.8%	4.2%	-8.6%
O=C(NCc1ccco1)c1ccc2c(c1)OCCO2	14.0%	2.5%	-3.9%
COc1ccc(-c2ccnc3cc(C(=O)O)nn23)cc1	8.6%	2.5%	0.2%
COc1cccc(CNc2ccc3[nH]c(=O)[nH]c3c2)c1OCc1ccc(F)cc1	u	x	-4.7%
O=C(CSc1nnc(Cc2csc(Nc3cccc(Cl)c3)n2)o1)N1CCc2ccccc21	20.6µM*	-4.2%	18.4µM*
O=C(NCCc1ccccc1)c1cnc2ccccc2n1	-17.9%	x	u
Cc1c(NC(=O)c2cc3nc(-c4ccccc4)cc(C)n3n2)c(=O)n(-c2ccccc2)n1C	u	1.6%	1.5%
COc1ccccc1CCNC(=O)c1ccc(Br)s1	u	-0.8%	u

Reprinted from the part before: 2 compounds, then new ones.
SMILES	TDP1 cell noCPT	TDP1 block	TDP1 cell CPT
Cc1c(NC(=O)c2cc3nc(-c4ccccc4)cc(C)n3n2)c(=O)n(-c2ccccc2)n1C	u	1.6%	1.5%
COc1ccccc1CCNC(=O)c1ccc(Br)s1	u	-0.8%	u
COc1ccccc1NC(=O)NCCN1C(=O)C2C3C=CC(C3)C2C1=O (stereo not given)	1.7%	-2.0%	8.1%
CCOC(=O)c1[nH]c2ccccc2c1NC(=O)c1ccc(S(=O)(=O)N(C)C)cc1	-24.2%	1.3%	-6.6%
CS(=O)(=O)NCc1ccccc1Br	-16.0%	-0.1%	-10.9%
COc1ccc(N2CCN(C(=O)CSc3nnc(C)c(=O)[nH]3)CC2)cc1	-14.8%	-14.3%	-7.5%
CC(C)(C)C(=O)N1N=C(c2ccc(NS(C)(=O)=O)cc2)CC1c1cccs1 (stereo not given)	u	4.6%	u
CC(C)(C)NC(=O)CSc1nc2ccc(Nc3nc(N4CCOCC4)nc(N4CCOCC4)n3)cc2s1	6.51µM*	2.4%	13µM*
Cc1cnc(CNC(=O)CC2C(=O)NCCN2Cc2ccccc2C(F)(F)F)cn1 (stereo not given)	0.5%	5.0%	-7.5%
Cc1ccc(C2=NC(C)(C)N=C2SCC(=O)Nc2ccc(Cl)cc2)cc1	u	1.8%	20.6µM*
Cc1ccc(-c2csc(NC(=O)CSc3ncn(-c4ccccc4)n3)n2)cc1	u	6.2%	-23.4%
CC(C)CCCN1CCN=C1Nc1ccccc1	-23.5%	x	u
Cc1ccc(NC(=O)CN2C(=O)N/C(=C/c3ccc(C)o3)C2=O)cc1	-1.6%	9.0%	-14.0%
Cc1ccc(S(=O)(=O)NCCC(=O)NCC(c2cccs2)N(C)C)cc1C (stereo not given)	2.4%	-0.2%	-5.4%
CCOC(=O)c1[nH]c(C)c(CCC(=O)N2CCN(c3cccc(OC)c3)CC2)c1C	u	5.4%	u
COc1cc(OC)c(NS(=O)(=O)c2ccc3c(c2)NC(=O)CO3)cc1Cl	u	4.2%	18.4µM*
CCn1ncc(/C=N\NC(=O)Cc2ccc([N+](=O)[O-])cc2)c1C	-15.4%	2.6%	2.9%
Cc1ccccc1CN1c2ccccc2-c2nc(SCC(=O)c3ccccc3)ncc2S1(=O)=O	-0.3%	5.3%	0.4%
Cc1cc(F)ccc1-c1cc(C(=O)N2CCN(c3ccncc3)CC2)[nH]n1	u	x	u
COc1ccc(Nc2nnc(C)c(=O)[nH]2)c(OC)c1	-9.3%	x	1.4%
Cc1cccc(NC(=O)CN2C(=O)CSC2=O)c1	9.9%	11.1%	3.1%
